HCMV antiviral: inhibitors of human cytomegalovirus; HFF cells, HCMV-luciferase reporter, 72 h; stronger effect = lower value; activity change, negative = inhibition, % at 57.5 µM; hit rate 4.5% among 410,000; AID 1259415; in the data active = activity change below about -60%; inconclusive = no clear call, values can overlap the other calls; inactive = above about -39%
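Compounds were evaluated in HFFs infected with an HCMV luciferase reporter virus (MOI 1 PFU/cell). Luciferase in lysates collected 72 h post infection served as the replication measure.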
AMA1-RON2 inh: inhibitors of Plasmodium falciparum AMA1-RON2 interaction. AlphaScreen AMA1-biotinylated RON2 peptide binding. Potency, µM (series often up to 58.2 µM), without a hit: top-dose activity change, negative = inhibition, actives largely listed as inhibitors. hit rate 0.2% among 360,000;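 also: potency is read from the fitted curve at half-maximal effect; 0% = vehicle wells and -100% = peptide control; nearly all actives have a fitted effect of over 45% in size; some results filed as inactive show a strong effect at the top dose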
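AMA1 (3D7) with his tag at 25 nM final met compounds first, then biotinylated RON2 peptide at 25 nM; detection used donor plus acceptor beads, 10 µg/mL apiece, read by AlphaScreen after 30 min at room temperature.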
AmpC detergent: blocks E. coli AmpC beta-lactamase in detergent assay | P00811 | AmpC hydrolysis of nitrocefin, absorbance 480 nm, 0.01% Triton | Potency, µM (series often up to 114 µM), for the others: at the highest dose activity change, negative = inhibition, usual class: inhibitors | hit rate 0.041% among 370,000 | AID 485294;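 also: potency is read from the fitted curve at half-maximal effect; 0% = no-compound wells and -100% = no-enzyme wells; nearly all actives have a fitted effect of over 25% in size; some results filed as inactive show a strong effect at the top dose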
Target sequence (P00811 whole entry, looked up): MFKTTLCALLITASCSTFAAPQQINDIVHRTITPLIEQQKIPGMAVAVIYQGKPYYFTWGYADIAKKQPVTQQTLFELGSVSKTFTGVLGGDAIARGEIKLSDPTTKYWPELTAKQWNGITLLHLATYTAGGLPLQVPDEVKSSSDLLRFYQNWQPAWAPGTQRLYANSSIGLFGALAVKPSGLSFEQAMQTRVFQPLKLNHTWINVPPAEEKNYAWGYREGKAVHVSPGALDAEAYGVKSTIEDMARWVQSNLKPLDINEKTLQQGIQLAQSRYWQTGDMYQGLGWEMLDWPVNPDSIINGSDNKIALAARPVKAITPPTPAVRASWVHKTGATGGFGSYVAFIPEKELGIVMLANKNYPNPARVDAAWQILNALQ
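20 mM phosphate pH 7.0 + 0.01% (detergent screen) or 0.0001% Triton X-100; 5.3 nM AmpC reagent; cpd preinc 15 min RT; nitrocefin (800 uM stock) to start; A480 q20 s × 4 min; Activity was normalised to no-enzyme and no-compound control wells.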
Sm TGR block: inhibitors of Schistosoma mansoni thioredoxin glutathione reductase; Q962Y6; purified TGR, DTNB reduction, TNB absorbance 405 nm; Potency, µM (series often up to 114 µM), for inactives: at the top dose activity change, negative = inhibition, most hits filed as inhibitors; hit rate 3% among 360,000; AID 485364; also: potency is read from the fitted curve at half-maximal effect; nearly all actives have a fitted effect of over 60% in size
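First, TGR (20 nM dispensed) and NADPH were mixed with compound. Second, a 15 min room-temperature incubation followed. Third, further NADPH and then DTNB were added to start the reaction. Finally, TNB absorbance was monitored kinetically.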
HCV inh: inhibitors of hepatitis C virus infection; hit rate 3.4% among 340,000; Potency, µM (doses to about 41.8 µM), inactives show at the highest dose activity change, negative = inhibition, most hits filed as inhibitors; Huh7.5.1 HCVcc-Cre infection, luciferase reporter, 44 h; AID 651820; also: potency is read from the fitted curve at half-maximal effect
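Infectious HCV cell culture screen: compound-treated cells (1,000/well, pre-plated 4 h) are infected with HCVcc-Cre at roughly 0.5 moi and grown 44 h. Infection is quantified by luciferase signal after 15 min substrate incubation at room temperature.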
FBPA Giardia inh: blocks Giardia fructose-bisphosphate aldolase activity; AID 2451; hit rate 0.71% among 290,000; A8B2U2; purified Giardia FBPA; Potency, µM (doses to about 59.6 µM), without a hit: top-dose activity, negative = inhibition, usual class: inhibitors; also: potency is read from the fitted curve at half-maximal effect; nearly all actives have a fitted effect of over 55% in size
Target sequence (A8B2U2 whole entry, looked up): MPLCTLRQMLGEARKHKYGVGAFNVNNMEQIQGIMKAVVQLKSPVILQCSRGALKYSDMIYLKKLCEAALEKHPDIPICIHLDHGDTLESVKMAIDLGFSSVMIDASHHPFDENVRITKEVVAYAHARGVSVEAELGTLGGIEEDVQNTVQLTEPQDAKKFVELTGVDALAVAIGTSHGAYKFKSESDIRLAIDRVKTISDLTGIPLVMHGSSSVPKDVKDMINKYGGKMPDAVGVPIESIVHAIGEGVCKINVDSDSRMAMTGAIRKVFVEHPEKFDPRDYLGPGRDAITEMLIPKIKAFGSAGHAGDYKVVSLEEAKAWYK
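40 nM FBPA preincubated 10 min at RT with compound (up to 57.5 uM final), then substrate plus GAPDH/TPI/NAD/arsenate coupling and diaphorase/resazurin added. Fluorescence read after 20 min at RT, 525/598 nm.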
An asterisk follows results filed as active; & = joins results of further samples; [ ] = remark or other dose. Unless noted, calls follow the shape of the dose curve; as a rule, active = well fitted curve in the direction sought with a large enough effect; inconclusive = small, poorly fitted or top-dose-only effect, or another doubt; inactive = no such curve, though single readings can be large; an effect the other way counts as inactive or inconclusive. Unless noted, % is scaled to controls: 0 for no effect and ±100 for the full control effect.

Results for COC(=O)c1ccc(CNC(=O)C2CCC(=O)N(Cc3ccccn3)C2)cc1 (stereo not given) ?
HCMV antiviral: -18; AMA1-RON2 inh: 22%; AmpC detergent: inconclusive; Sm TGR block: 0%; HCV inh: 11%; FBPA Giardia inh: 2%

How did O=C(CNC(=O)Cc1ccccc1)NCC(=O)OCC(=O)c1cccc2ccccc12 do in these assays?
HCMV antiviral: 58; AMA1-RON2 inh: -3%; AmpC detergent: -4%; Sm TGR block: 0%; HCV inh: 3%; FBPA Giardia inh: 0%

How did CN(Cc1ccccc1)S(=O)(=O)c1cccc2nsnc12 do in these assays?
HCMV antiviral: -23; AMA1-RON2 inh: 5%; AmpC detergent: 6%; Sm TGR block: 13%; HCV inh: 1%; FBPA Giardia inh: -2%

Results for COc1ccccc1S(=O)(=O)Cc1ccc(C(=O)NCc2ccccc2)o1 ?
HCMV antiviral: -5; AMA1-RON2 inh: -4%; AmpC detergent: inconclusive; Sm TGR block: -14%; HCV inh: 0%; FBPA Giardia inh: 2%

What do the screens show for `CC(=O)c1cccc(NC(=O)c2cc(-n3cnnc3)ccc2Cl)c1`?
HCMV antiviral: -2; AMA1-RON2 inh: -1%; AmpC detergent: -1%; Sm TGR block: -10%; HCV inh: 1%; FBPA Giardia inh: 4%

What do the screens show for `CCOC(=O)N1CCN(C(=O)c2ccc(CS(=O)Cc3ccc(C)cc3)o2)CC1` (stereo not given)?
HCMV antiviral: -3; AMA1-RON2 inh: 0%; AmpC detergent: 0%; Sm TGR block: 40µM*; HCV inh: 0%

Results for CCC(C)NC(=O)c1cn(-c2cccc(C)n2)cn1 (stereo not given) ?
HCMV antiviral: 63; AMA1-RON2 inh: 13%; AmpC detergent: -1%; Sm TGR block: -28%; HCV inh: 4%; FBPA Giardia inh: -4%

What do the screens show for `O=[N+]([O-])c1cccc2c(Cl)ccnc12`?
HCMV antiviral: inconclusive; AMA1-RON2 inh: 3%; AmpC detergent: -4%; Sm TGR block: -23%; HCV inh: 13%; FBPA Giardia inh: inconclusive

How did CN1CCN(c2ncc3c(n2)CCN(Cc2cc(Br)cs2)C3)CC1 do in these assays?
HCMV antiviral: -13; AmpC detergent: -6%; Sm TGR block: -14%

How did Cc1nnc(N2CCC(C(=O)NC3CCCCC3)CC2)c2nn(-c3ccccc3)c(C)c12 do in these assays?
HCMV antiviral: 29; AmpC detergent: 20%; Sm TGR block: 2%

Results for O=C(Nc1ccc(Cl)cc1)c1cnc(-c2ccccc2)nc1-c1ccccc1 ?
HCMV antiviral: -16; AMA1-RON2 inh: -5%; AmpC detergent: 2%; Sm TGR block: -31%; HCV inh: -11%; FBPA Giardia inh: 4%

How did CCOC(=O)NC(=O)CSc1nc(C)cc(C)c1C#N do in these assays?
HCMV antiviral: 87; AMA1-RON2 inh: 16%; AmpC detergent: -13%; Sm TGR block: inconclusive; HCV inh: -1%; FBPA Giardia inh: -5%

What do the screens show for `CC1(C)C(=O)OC(C(=O)c2ccc(C(C)(C)C)cc2)C(C)(C)C1=O` (stereo not given)?
HCMV antiviral: 21; AMA1-RON2 inh: 12%; AmpC detergent: -3%; Sm TGR block: -2%; HCV inh: 8%; FBPA Giardia inh: 0%

What do the screens show for `Cc1ccc(NCc2nnc(SCC(=O)NCc3ccco3)n2CC2CCCO2)cc1Cl` (stereo not given)?
HCMV antiviral: -5; AMA1-RON2 inh: 19%; AmpC detergent: inconclusive; Sm TGR block: 50µM*; HCV inh: -19%&9%; FBPA Giardia inh: -9%

How did CCC(CC)C(=O)NCCc1ccc(F)cc1 do in these assays?
HCMV antiviral: -16; AMA1-RON2 inh: 2%; AmpC detergent: 3%; Sm TGR block: -14%; HCV inh: 28%; FBPA Giardia inh: 9%

What do the screens show for `COc1ccccc1C(=O)Nc1onc(C)c1C#N`?
HCMV antiviral: 8; AMA1-RON2 inh: 6%; AmpC detergent: 5%; HCV inh: 11%; FBPA Giardia inh: 4%

What do the screens show for `C#CCOCCOCCOCCNc1nc(N2CCN(C(=O)[C@H]([C@@H](C)O)n3cc(CCCCN)nn3)CC2)nc(N2CCN(C(=O)[C@H](Cc3ccc(O)cc3)n3cc(CCO)nn3)CC2)n1`?
HCMV antiviral: 4; AMA1-RON2 inh: -7%; AmpC detergent: inconclusive; Sm TGR block: -12%; HCV inh: 21%; FBPA Giardia inh: -16%

Results for Cc1c(NC(=O)COc2ncnc3c(Cl)cc(Cl)cc23)c(=O)n(-c2ccccc2)n1C ?
HCMV antiviral: 65; AMA1-RON2 inh: -3%; AmpC detergent: -15%; Sm TGR block: 5%; HCV inh: 3%; FBPA Giardia inh: 3%

How did COc1ccc(C(=O)N/C(=C\c2cn(C)c3ccccc23)C(=O)NCCN2CCOCC2)cc1OC do in these assays?
HCMV antiviral: 0; AMA1-RON2 inh: 2%; AmpC detergent: -12%; Sm TGR block: -24%; HCV inh: 13%; FBPA Giardia inh: inconclusive

How did Cc1ccc(C2(CCNCc3ccco3)CCOC(C(C)C)C2)cc1 (stereo not given) do in these assays?
HCMV antiviral: 8; AMA1-RON2 inh: 0%; AmpC detergent: 7%; Sm TGR block: -13%; HCV inh: -4%; FBPA Giardia inh: 1%

4 compounds from above, ordered by number of heavy atoms, smallest number first:
What do the screens show for `O=[N+]([O-])c1cccc2c(Cl)ccnc12`?
HCMV antiviral: inconclusive; AMA1-RON2 inh: 3%; AmpC detergent: -4%; Sm TGR block: -23%; HCV inh: 13%; FBPA Giardia inh: inconclusive

What do the screens show for `COc1ccccc1C(=O)Nc1onc(C)c1C#N`?
HCMV antiviral: 8; AMA1-RON2 inh: 6%; AmpC detergent: 5%; HCV inh: 11%; FBPA Giardia inh: 4%

How did Cc1ccc(C2(CCNCc3ccco3)CCOC(C(C)C)C2)cc1 (stereo not given) do in these assays?
HCMV antiviral: 8; AMA1-RON2 inh: 0%; AmpC detergent: 7%; Sm TGR block: -13%; HCV inh: -4%; FBPA Giardia inh: 1%

How did COc1ccc(C(=O)N/C(=C\c2cn(C)c3ccccc23)C(=O)NCCN2CCOCC2)cc1OC do in these assays?
HCMV antiviral: 0; AMA1-RON2 inh: 2%; AmpC detergent: -12%; Sm TGR block: -24%; HCV inh: 13%; FBPA Giardia inh: inconclusive

Remaining list, next part:
How did O=C1CCCN1CC(=O)N1CCCC(N2CCN(c3cccc(Cl)c3)CC2)C1 (stereo not given) do in these assays?
HCMV antiviral: 26; AMA1-RON2 inh: 0%; AmpC detergent: 4%; Sm TGR block: 0%

What do the screens show for `COc1ccc(Cl)cc1NC(=O)CCc1nnc2ccc(N3CCC4(CC3)OCCO4)nn12`?
HCMV antiviral: -6; AMA1-RON2 inh: -6%; AmpC detergent: 1%; Sm TGR block: 11%; HCV inh: 9%; FBPA Giardia inh: 2%

Results for CC(C)NC(=O)COc1ccc(/C=N/NS(=O)(=O)c2ccccc2)cc1 ?
HCMV antiviral: -37; AMA1-RON2 inh: -5%; AmpC detergent: 0%; Sm TGR block: -1%; HCV inh: 15%; FBPA Giardia inh: 1%

How did CCC(=O)NC(c1ccc(C)cc1)c1ccc2cccnc2c1O (stereo not given) do in these assays?
HCMV antiviral: -98*; AMA1-RON2 inh: -48%; AmpC detergent: -1%; Sm TGR block: 3%; HCV inh: inconclusive; FBPA Giardia inh: -6%

What do the screens show for `COc1ccc2c(c1)NC(c1ccc(F)cc1)=NC(c1ccc(F)cc1)=N2`?
HCMV antiviral: 13; AmpC detergent: 15%; Sm TGR block: -1%

What do the screens show for `O=C(COc1ccccc1)Nc1cc(S(=O)(=O)N2CCOCC2)ccc1N1CCCC1`?
HCMV antiviral: 0; AMA1-RON2 inh: 11%; AmpC detergent: -3%; Sm TGR block: -13%; HCV inh: 3%

Results for CCN1CCN(c2nc(Nc3ccc(OC)cc3)nc(N)c2[N+](=O)[O-])CC1 ?
HCMV antiviral: inconclusive; AMA1-RON2 inh: -5%; AmpC detergent: 12%; Sm TGR block: 5%; HCV inh: -16%; FBPA Giardia inh: 3%

How did CCc1ccc(NC(=O)C2CCCN(c3nn4cc(-c5ccc(OC)cc5)nc4s3)C2)cc1 (stereo not given) do in these assays?
HCMV antiviral: inconclusive; AmpC detergent: 24%; Sm TGR block: 3%

How did O=C(CCCn1c(=O)c2cccn2c2cccnc21)N1CCN(c2ccccc2F)CC1 do in these assays?
HCMV antiviral: -19; AMA1-RON2 inh: -8%; AmpC detergent: 0%; Sm TGR block: 1%; HCV inh: inconclusive

How did Cc1ccc2nccc(C(=O)N3CCCC(N4CCN(c5ccc(F)cc5)CC4)C3)c2c1 (stereo not given) do in these assays?
AMA1-RON2 inh: -5%; AmpC detergent: -2%; Sm TGR block: 1%

Results for CC1CCN(S(=O)(=O)c2ccc3c(c2)N(CC(=O)NC(C)C)C(=O)CS3)CC1 ?
HCMV antiviral: 14; AmpC detergent: 1%; Sm TGR block: -4%

How did CCN(c1ccccc1)S(=O)(=O)c1ccc(NC(=S)NC(=O)c2ccc(Br)o2)cc1 do in these assays?
HCMV antiviral: inconclusive; AMA1-RON2 inh: -9%; AmpC detergent: -1%; Sm TGR block: -17%; HCV inh: -24%

Results for COCCCNC(=S)N1CCN(C(c2ccccc2)c2ccccc2)CC1 ?
HCMV antiviral: -25; AMA1-RON2 inh: -21%; AmpC detergent: 2%; Sm TGR block: 0%; FBPA Giardia inh: 4%

Results for Cc1ccc(N2C(=O)CSC23C(=O)N(Cc2ccccc2F)c2ccccc23)cc1F (stereo not given) ?
HCMV antiviral: -33; AmpC detergent: 22%; Sm TGR block: 3%

What do the screens show for `COc1ccc(CNC(=O)C[C@H]2C[C@H](C(=O)N(C(C)C)C(C)C)[C@@]3(C)c4[nH]c5cc(CCC(=O)N(C)C)ccc5c4CCN3C2=O)cc1OC`?
HCMV antiviral: 31; AMA1-RON2 inh: -2%; HCV inh: 1%

Results for Cc1nn(C(=O)c2ccco2)c(C)c1Br ?
HCMV antiviral: 6; AMA1-RON2 inh: -2%; AmpC detergent: inconclusive; Sm TGR block: inconclusive; HCV inh: 5%; FBPA Giardia inh: 3%

How did CCCc1ccc(C(=O)[C@@H]2[C@@H](C(C)=O)N3c4ccc(F)cc4C=C[C@@H]3[C@@]23C(=O)Nc2ccccc23)cc1 do in these assays?
HCMV antiviral: -10; AMA1-RON2 inh: -9%; AmpC detergent: inconclusive; Sm TGR block: 5%; HCV inh: 5%; FBPA Giardia inh: -4%

How did O=S(=O)(c1ccccc1)c1nc(-c2ccc(F)cc2)oc1NCC1CCCO1 (stereo not given) do in these assays?
HCMV antiviral: -35; AMA1-RON2 inh: -2%[11.6 µM]; AmpC detergent: -5%; Sm TGR block: 45µM*; HCV inh: inconclusive

What do the screens show for `CCOc1ccc(NC(=O)c2sc3nc(C)nc(N4CCOCC4)c3c2C)cc1`?
HCMV antiviral: -11; AMA1-RON2 inh: 13%; AmpC detergent: -9%; Sm TGR block: -13%; HCV inh: inconclusive; FBPA Giardia inh: 7%

How did COc1ccc(CC(=O)OCC(=O)Nc2cccc(Br)c2)cc1 do in these assays?
HCMV antiviral: -26; AMA1-RON2 inh: -23%; AmpC detergent: -16%; Sm TGR block: -3%; HCV inh: 12%; FBPA Giardia inh: 0%
